UCHL1 block: inhibitors of human UCHL1 deubiquitinase | AID 1645859 | purified UCHL1, Ub-rhodamine cleavage fluorescence | 47,000 compounds, 0.2% hits | P09936 | inhibition, % at 20 µM
USP17 block: human USP17-like deubiquitinase inhibition. A8MUK1. purified USP17, Ub-rhodamine cleavage fluorescence, 3 h. inhibition, % at 50 µM. 47,000 compounds, 6.5% hits
USP30 inh: human USP30 deubiquitinase inhibition. Q70CQ3. purified USP30, Ub-rhodamine cleavage fluorescence. 47,000 compounds, 5.3% hits. inhibition, % at 25 µM
USP8 inh: blocks human USP8 ubiquitin-rhodamine cleavage; 47,000 compounds, 4.2% hits; P40818; purified USP8, Ub-rhodamine cleavage fluorescence, 30 min; inhibition, % at 20 µM; AID 1645853
Target sequence (P40818 whole entry, looked up): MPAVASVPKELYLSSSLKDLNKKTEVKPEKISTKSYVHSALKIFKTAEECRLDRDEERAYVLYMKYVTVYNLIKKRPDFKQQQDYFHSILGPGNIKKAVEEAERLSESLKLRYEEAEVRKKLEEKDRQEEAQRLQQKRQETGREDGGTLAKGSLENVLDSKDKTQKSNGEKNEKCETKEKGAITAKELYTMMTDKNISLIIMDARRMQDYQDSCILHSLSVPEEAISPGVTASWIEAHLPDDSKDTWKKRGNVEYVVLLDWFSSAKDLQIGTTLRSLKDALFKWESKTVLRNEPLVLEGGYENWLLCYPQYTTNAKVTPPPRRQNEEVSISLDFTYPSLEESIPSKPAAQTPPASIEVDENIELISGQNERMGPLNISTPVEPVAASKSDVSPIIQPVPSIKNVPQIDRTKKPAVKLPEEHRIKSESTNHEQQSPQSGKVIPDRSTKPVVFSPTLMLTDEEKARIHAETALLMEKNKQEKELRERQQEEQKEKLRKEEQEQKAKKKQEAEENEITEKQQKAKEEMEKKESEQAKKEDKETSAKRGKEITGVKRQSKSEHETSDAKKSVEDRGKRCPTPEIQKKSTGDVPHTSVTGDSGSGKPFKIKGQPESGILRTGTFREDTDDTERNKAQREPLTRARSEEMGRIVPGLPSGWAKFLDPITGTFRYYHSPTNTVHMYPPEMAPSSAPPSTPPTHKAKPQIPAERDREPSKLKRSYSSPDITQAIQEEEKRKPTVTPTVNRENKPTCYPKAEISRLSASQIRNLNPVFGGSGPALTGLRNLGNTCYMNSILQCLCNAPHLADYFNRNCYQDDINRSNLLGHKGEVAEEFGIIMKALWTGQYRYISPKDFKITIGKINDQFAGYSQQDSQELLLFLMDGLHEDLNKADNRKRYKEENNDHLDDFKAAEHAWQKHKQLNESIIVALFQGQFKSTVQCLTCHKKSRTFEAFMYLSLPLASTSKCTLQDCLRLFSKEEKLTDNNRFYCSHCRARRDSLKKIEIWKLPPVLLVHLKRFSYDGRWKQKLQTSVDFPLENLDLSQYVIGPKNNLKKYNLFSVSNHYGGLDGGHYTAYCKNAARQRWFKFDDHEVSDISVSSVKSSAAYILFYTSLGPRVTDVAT
USP10 inh: blocks human USP10 ubiquitin-rhodamine cleavage | AID 1645856 | Q14694 | inhibition, % at 20 µM | purified USP10, Ub-rhodamine fluorescence, 60 min | 47,000 compounds, 1.1% hits
USP7 inh: human USP7 deubiquitinase inhibition; Q93009; 47,000 compounds, 0.3% hits; purified USP7, Ub-rhodamine cleavage fluorescence; inhibition, % at 20 µM
USP28 block: inhibitors of human USP28 deubiquitinase; Q96RU2; inhibition, % at 25 µM; purified USP28, Ub-rhodamine cleavage fluorescence, 30 min; AID 1645857; 47,000 compounds, 3% hits
OTUD3 inh: blocks human OTUD3 ubiquitin-rhodamine cleavage; purified OTUD3, Ub-rhodamine fluorescence, 2 h; AID 1645858; inhibition, % at 25 µM; 47,000 compounds, 0.7% hits; Q5T2D3
The depositor's hits bear a star; i = inactive; x = no result given. Cut-off read from the data, not from the text of the source: active = inhibition above about 30%; inactive = the rest. Hits appear at their usual frequency; about 13% have a hit in one of these screens.

A first look:
nr	UCHL1 block	USP17 block	OTUD3 inh	USP7 inh	USP10 inh	USP30 inh	USP28 block	USP8 inh	SMILES
1	-54	-123	-147	-55	-5	i	-211	-107	COCC(=O)N1CC[C@](O)(c2ccccc2)[C@H](N2CCCC2)C1
2	-3	-13	-4	x	-1	x	x	-5	Cc1ccc(S(=O)(=O)CCc2nc(-c3ccc4c(c3)ncn4C)no2)cc1
3	2	1	4	4	7	1	8	-5	CCc1ccc(NC(=O)N2CC[C@@H]3Oc4ccccc4S(=O)(=O)N(CC)[C@H]3CC2)cc1
4	-2	-1	0	-4	2	27	-1	-2	COc1cccc(-c2c(NC(=O)c3ccccc3)oc3ccccc3c2=O)c1
5	0	2	-3	-1	3	-9	-11	3	COc1ccccc1NC(=O)C1CCC(=O)N1S(=O)(=O)c1ccccc1 (stereo unspecified)
6	-16	-71	-34	-14	-6	-160	-56	-34	O=C(OC(C(=O)c1c[nH]c2ccccc12)c1ccccc1)c1ccc(S(=O)(=O)N2CCCc3ccccc32)cc1 (stereo unspecified)

This part in full, previewed entries included:
nr	UCHL1 block	USP17 block	OTUD3 inh	USP7 inh	USP10 inh	USP30 inh	USP28 block	USP8 inh	SMILES
1	-54	-123	-147	-55	-5	i	-211	-107	COCC(=O)N1CC[C@](O)(c2ccccc2)[C@H](N2CCCC2)C1
2	-3	-13	-4	x	-1	x	x	-5	Cc1ccc(S(=O)(=O)CCc2nc(-c3ccc4c(c3)ncn4C)no2)cc1
3	2	1	4	4	7	1	8	-5	CCc1ccc(NC(=O)N2CC[C@@H]3Oc4ccccc4S(=O)(=O)N(CC)[C@H]3CC2)cc1
4	-2	-1	0	-4	2	27	-1	-2	COc1cccc(-c2c(NC(=O)c3ccccc3)oc3ccccc3c2=O)c1
5	0	2	-3	-1	3	-9	-11	3	COc1ccccc1NC(=O)C1CCC(=O)N1S(=O)(=O)c1ccccc1 (stereo unspecified)
6	-16	-71	-34	-14	-6	-160	-56	-34	O=C(OC(C(=O)c1c[nH]c2ccccc12)c1ccccc1)c1ccc(S(=O)(=O)N2CCCc3ccccc32)cc1 (stereo unspecified)
7	7	-2	-3	6	0	-117	0	-1	Cc1ccc(C)c(CN2C(=O)c3ccccc3Sc3ccc(C(=O)NCCCN4CCOCC4)cc32)c1
8	-2	-22	-1	0	-1	-9	-4	-6	CN(C(=O)c1ccccn1)C(C)(C)C(=O)NC(c1ccccc1)c1ccccc1
9	-2	-1	0	1	1	8	-20	8	Cc1cc(C)nc(Sc2cccc(C(=O)O)c2)n1
10	0	-2	-8	-2	2	-4	-4	4	CC1(C)CC(=O)c2cnc(NCC3CCCO3)nc2C1 (stereo unspecified)
11	11	19	11	8	8	41*	22	33*	COc1ccc(OC)c(C(C(=O)NC2CCCCC2)N(C(=O)c2ccc3c(c2)OCCO3)c2ccc(C)cc2)c1 (stereo unspecified)
12	6	4	8	8	4	11	6	15	COc1cc(CC(=O)N(c2cccc(Cl)c2)c2nc3ccccc3s2)cc(OC)c1OC
13	9	4	-3	-34	20	5	17	14	CC(C)=CCC/C(C)=C\Cc1c(O)cc(C)c(C=O)c1O
14	4	-14	-8	-2	0	-18	-18	-10	C[C@H]1CCC[C@]2(C)C[C@H]3OC(=O)C(CN4CCN(Cc5ccccc5)CC4)[C@H]3C=C12 (stereo partly specified)
15	-16	-95	-52	-19	-5	-248	-64	-203	Cc1ccc(C(=O)N2Cc3cnn(C)c3C(COCC3CC3)C2)o1 (stereo unspecified)
16	-69	-77	-116	-58	-9	-498	-132	-140	CC1CCCN1C(=O)c1ccn(-c2ccc3ccc(-c4ccccc4)cn23)n1 (stereo unspecified)
17	-7	9	0	-8	-5	9	-6	-5	Cc1cc(C)nc(C2CCN(C(=O)C(C)(C)n3cncn3)C2)n1 (stereo unspecified)
18	-3	-12	-1	-3	3	-6	-4	1	O=C(c1ccccc1)N1CCc2nc(C(=O)N3CCCCC3)sc2CC1
19	1	12	16	3	1	25	17	9	CCOc1cccc(C(=O)N2CCCC(c3nc4ccccc4[nH]3)C2)c1 (stereo unspecified)
20	0	-3	-3	-7	-2	-17	-6	-3	COCCCn1c(=O)c2ccccc2n(Cc2nc(-c3ccccc3)no2)c1=O
21	-4	-33	-6	-4	0	-79	-11	-57	CCOc1ccc2nc(NC(=O)c3cccc(S(=O)(=O)N4CCc5ccccc54)c3)sc2c1
22	2	16	13	x	1	23	8	3	Cc1c(C(=O)N2CCOCC2)oc2c1C(O)CC(C)(C)C2 (stereo unspecified)
23	-5	-28	-16	2	4	-93	-16	20	O=C(CCc1nc2sc3c(c2c(=O)[nH]1)CCCC3)Nc1ccc(F)cc1F
24	-4	-9	0	-2	-4	2	1	-36	Cn1c(=O)c(N2CCCC(C(=O)NCCCc3ccccc3)C2)nc2cccnc21 (stereo unspecified)
25	-5	-6	0	-9	-7	-25	1	1	Cc1cc(C)n2ncc(C(=O)NCCC3=CCCCC3)c2n1
26	0	8	0	2	2	x	x	4	CC(C)(C)OC(=O)N1CCn2c(nnc2C2CCCN2C(=O)c2ccccc2)C1 (stereo unspecified)
27	-1	-14	-31	3	-8	-163	-41	10	Cc1ccccc1Cn1cc(/C=C2/C(=N)N3N=C(COc4ccccc4)SC3=NC2=O)c2ccccc21
28	0	0	9	-1	1	12	10	0	Cc1cnn(CC2CN(Cc3ccc(C#N)cc3F)CCO2)c1 (stereo unspecified)
29	-2	-9	-8	-5	1	x	x	2	CCC(=O)N1c2ccccc2NC2=C(C(=O)CC(c3ccc(OC)cc3)C2)C1c1ccc(C(F)(F)F)cc1 (stereo unspecified)
30	5	-27	-25	-2	-3	-151	-25	-14	O=c1c2c(-c3ccc(Cl)cc3)csc2ncn1CCc1ccccc1

(next part)
nr	UCHL1 block	USP17 block	OTUD3 inh	USP7 inh	USP10 inh	USP30 inh	USP28 block	USP8 inh	SMILES
31	2	34*	-13	-4	7	-17	-3	-10	COc1ccccc1NC(=O)CSc1nnc(-c2ccccn2)n1-c1cc(C)cc(C)c1
32	-9	37*	-3	-39	-4	x	x	8	O=C(c1cccnc1)c1c(N2CCOCC2)[nH]c(=O)c2ccccc12
33	0	29	10	2	-2	41*	12	17	COc1cccc(CNC(=O)CCCCCn2c(=O)[nH]c3ccccc3c2=O)c1
34	-2	-2	-5	-1	1	5	-6	0	O=C(Cn1c(=O)ccn(Cc2ccccc2Cl)c1=O)NCC1CCCO1 (stereo unspecified)
35	-1	8	11	7	-5	7	9	-12	Cc1c(-c2cccc(Cl)c2)nc2ccccc2c1C(=O)NC1CCCc2ccccc21 (stereo unspecified)
36	-1	-1	-5	0	0	-7	-1	4	CN=C(Nc1cccnc1)c1ccccc1
37	-9	-40	-45	0	-7	-147	-70	-31	CCC1=NN2C(=N)/C(=C/c3c(C)n(CCOc4ccc(C)c(C)c4)c4ccccc34)C(=O)N=C2S1
38	-4	2	-4	0	-10	-41	-1	0	Cc1c(CC(=O)N[C@@H](Cc2c[nH]c3ccccc23)C(=O)O)c(=O)oc2cc(O)c(Cl)cc12
39	2	6	8	4	3	-2	-2	-25	CCOc1cc(C2C3=C(CC(c4ccc(OC)cc4)CC3=O)Nc3ccccc3N2C(=O)C2CC2)ccc1OCc1ccc(Cl)cc1 (stereo unspecified)
40	-5	18	-1	0	-4	-36	-2	5	O=c1cc(C2CCCN(Cc3ccc(N4CCCC4)c(F)c3)C2)nc(-c2ccncc2)[nH]1 (stereo unspecified)
41	1	4	9	0	2	16	0	0	Cc1ccccc1OCC(=O)OCC(=O)N(C)c1ccccc1
42	3	4	7	-2	0	7	1	0	Cc1ccc(C)c(NC(=O)CCCN(C)S(=O)(=O)c2ccc(Cl)cc2)c1
43	-4	-21	-9	0	-4	-32	-23	-89	O=C(NC1CC1)c1nc2c(o1)CN(C(=O)c1cccnc1)C2
44	0	-9	2	0	-1	-2	0	-1	Cc1nc(-c2ccccc2F)sc1C(=O)N1CCN(C=O)CC1
45	-3	-4	-4	4	-1	-15	-15	7	CC1CCN(S(=O)(=O)c2cc(C(=O)N3CCCCC3)n(C)c2)CC1
46	1	1	3	2	0	-17	0	5	CC(C)C(=O)Nc1cccn2nc(C3CCC3)nc12
47	0	-3	8	-2	0	0	-1	-1	CN1CCN(c2oc(-c3ccc([N+](=O)[O-])cc3)nc2C#N)CC1
48	-2	-14	-3	-7	0	-7	-10	4	CC(C)NS(=O)(=O)c1ccc(NC(=O)c2cccnc2)cc1
49	-8	0	-102	-13	-12	-309	-141	-35	O=c1c2ccccc2nc(CSc2nc(C3CC3)nc3ccccc23)n1-c1ccccc1
50	-1	6	1	5	6	-3	3	7	COCCN1C(=O)c2ccccc2C(C(=O)Nc2ccccc2)C12CCCCC2 (stereo unspecified)
51	-1	-14	-8	-20	-2	-21	-22	-19	CN1CCCC2(Cc3ccccc3CN(C(=O)C3CCCC3)C2)C1 (stereo unspecified)
52	1	4	16	2	1	5	7	18	Cc1ccc(NC(=O)Nc2ccccc2)c(=O)n1CC(=O)N1CCC2(CC1)OCCO2
53	0	-13	-17	0	-8	-29	-9	-3	O=C(NCCO)c1sc2ccccc2c1C1CN(Cc2ccc3ncccc3c2)CCO1 (stereo unspecified)
54	-1	-16	0	0	0	-15	-49	-6	CC(=O)Nc1ccc(NC(=O)CC2N=C(N3CCN(c4ccccc4)CC3)NC2=O)cc1 (stereo unspecified)
55	-3	-2	-2	-2	-6	-19	-3	1	CNc1cc(C)nc(C2COCCN2C(=O)Cn2nc(C)cc2C)n1 (stereo unspecified)
56	-2	18	-9	-3	-2	-11	-4	-36	O=S(=O)(Nc1ccc(N2CCOCC2)cc1)c1cccc2cccnc12

Along the list, quoted from above:
Nos. 50–56 in UCHL1 block, in turn: -1, -1, 1, 0, -1, -3, -2

Screening results as filed in PubChem BioAssay.
